From PubChem
Yeast life ext: yeast lifespan extension. S. cerevisiae growth with nicotinamide, OD615; deaD strain in restrictive glucose medium. inhibition of the nicotinamide effect, % at 10 µM. 130,000 tested, 0.68% active. AID 775;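 active means inhibition above a set limit, placed 3 SD over the median of all compounds, cut at about 26% in these data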;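 further: 0% = nicotinamide-treated wells and 100% = cells grown without nicotinamide; some compounds called inactive have numbers as strong as hits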
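Buffer or medium: CSMM-D glucose medium, restrictive; test system: modified budding yeast, DeaD strain; compound: single dose 10 µM compound, 0.25% DMSO; schedule: culture preincubation 4 h, compound exposure 48 h, both 30 °C; detection: optical density (absorbance) at 615 nm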
HCT116 bCat-KO: beta-catenin-lacking colon tumor cell growth suppression. viability, % at 10 µM. AID 818. 140,000 tested, 1.5% active. HCT116 beta-catenin knockout viability, CellTiter-Glo, 60 h; hits give low values;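 active means viability at or under a set limit, the compound median less 4 SD, cut at about 6% in these data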;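 further: 0% = Hyamine 1622 control at 20 µM and 100% = untreated cell control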
PTEN del growth: suppresses growth of cells with PTEN deletion | HCT116 PTEN-null viability, CellTiter-Glo, 60 h; hits give low values | viability, % at 10 µM | 140,000 tested, 1.2% active | AID 827;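 active means viability at or below a set limit, 4 SD under the median of all tested compounds, cut at about 3.7% in these data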;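 further: PTEN knockout HCT116 line with beta catenin targeted HCT116 as companion control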
MRP-1 activ: MRP-1 activation. H69AR cells + doxorubicin, viability rescue, CellTiter-Glo. 140,000 tested, 0.61% active. viability increase, % at 10 µM;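 active means viability gain under doxorubicin at or above a set limit, the compound median plus 3 SD, cut at about 4.7% in these data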;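 further: MRP-1 overexpressing cells given doxorubicin 25 µM after compound pretreatment; 18-22 h compound pretreatment then 72 h with doxorubicin before readout; 0% = doxorubicin-only wells and 100% = vehicle-treated cells without doxorubicin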
GALR2 blocker: antagonists of human galanin receptor 2 (GALR2); 140,000 tested, 0.39% active; GALR2-expressing cells, antagonist mode; inhibition, % at 4 µM; AID 828; in the data active means inhibition above about 27%;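 further: cells stimulated with galanin 1-16 at roughly its EC80; 0% = agonist challenge control and 100% = basal control without agonist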
Target sequence (O43603 whole entry, looked up): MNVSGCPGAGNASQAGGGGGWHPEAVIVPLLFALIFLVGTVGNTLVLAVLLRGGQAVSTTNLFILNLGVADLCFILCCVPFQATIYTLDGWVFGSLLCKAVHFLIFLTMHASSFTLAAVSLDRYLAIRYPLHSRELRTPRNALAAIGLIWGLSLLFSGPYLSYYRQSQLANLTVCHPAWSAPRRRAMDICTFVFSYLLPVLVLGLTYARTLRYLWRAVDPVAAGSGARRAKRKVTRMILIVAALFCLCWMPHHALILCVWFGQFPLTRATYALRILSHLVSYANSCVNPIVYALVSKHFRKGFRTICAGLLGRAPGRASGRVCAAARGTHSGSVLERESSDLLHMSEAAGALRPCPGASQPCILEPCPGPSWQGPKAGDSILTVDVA
E-sel TNF inh: blocks E-selectin expression induced by TNF alpha. HUVEC TNFa-induced E-selectin immunofluorescence, high content. 120,000 tested, 0.71% active. inhibition, % at 2 µM. AID 1246;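 active means inhibition above the batch mean plus 3 SD, and confirmed as a hit on visual image review, cut at about 43% in these data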;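 further: 0% = TNF-stimulated DMSO wells and 100% = unstimulated control wells; not every result past the cut was called active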
BB579 growth dn: chemicals that inhibit yeast BB579 growth in restrictive medium (lifespan-shortening candidates) | inhibition, % at 10 µM | 140,000 tested, 0.51% active | S. cerevisiae BB579 growth, OD615, 48 h;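 active means inhibition above a set limit, 3 SD over the mean compound inhibition, cut at about 44% in these data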; further: inactives centre near -24
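Assay system: S. cerevisiae DeaD strain BB579 yeast. Medium: CSMM-D restrictive synthetic medium containing dextrose (glucose). Times: 4 h cell preincubation, 48 h compound exposure, 30 °C humidified. Signal: OD615 turbidity measurement. Benchmarks: positive control amphotericin B 10 µg/mL.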
Phagocyt inh: blocks phagocytosis by macrophages; J774A.1 macrophage IgG-bead phagocytosis, imaging; 110,000 tested, 0.07% active; inhibition, % at 5 µM;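 active means inhibition above the mean of the plate negative controls plus 5 SD, cut at about 13% in these data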;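 further: phagocytic index as fraction of beads internalized from green versus red external bead signal; plate controls were DMSO negative control for no effect and cytochalasin-D positive control for full effect; some results beyond the cut were filed as inactive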
NPY-Y2 antag: antagonists of human neuropeptide Y receptor Y2 | NPY-Y2 expressing cells, antagonist mode | AID 793 | 140,000 tested, 0.99% active | P49146 | inhibition, % at 2.7 µM; in the data active means inhibition above about 17%;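 further: 0% = vehicle with agonist challenge and 100% = reference antagonist with challenge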
Target sequence (P49146 whole entry, looked up): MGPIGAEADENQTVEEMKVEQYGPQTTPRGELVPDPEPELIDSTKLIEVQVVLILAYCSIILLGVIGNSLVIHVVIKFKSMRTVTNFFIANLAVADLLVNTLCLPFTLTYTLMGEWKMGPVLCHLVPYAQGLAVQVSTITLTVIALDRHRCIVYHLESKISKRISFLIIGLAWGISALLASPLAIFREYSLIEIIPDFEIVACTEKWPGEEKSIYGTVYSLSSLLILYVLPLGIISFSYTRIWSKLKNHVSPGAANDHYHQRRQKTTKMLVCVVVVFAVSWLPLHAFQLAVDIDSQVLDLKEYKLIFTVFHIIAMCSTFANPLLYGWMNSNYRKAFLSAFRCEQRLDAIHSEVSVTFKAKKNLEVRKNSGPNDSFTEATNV
Measles CPE: protection of cells from measles virus; Measles virus-infected cells, CPE protection, absorbance; protection (pct of control), % at 4 µM; 140,000 tested, 1.5% active; in the data active means protection mostly above about 24%, no sharp cut-off; inactive means mostly below about 26%; further: some compounds called inactive have numbers as strong as hits
Active calls of the source: *; . = not tested or not shown.

| mol | PTEN del growth | MRP-1 activ | GALR2 blocker | Yeast life ext | E-sel TNF inh | Phagocyt inh | NPY-Y2 antag | HCT116 bCat-KO | BB579 growth dn | Measles CPE |
| --- | --- | --- | --- | --- | --- | --- | --- | --- | --- | --- |
| N=c1n(Cc2ccccc2)c2ccccc2n1CC(O)c1ccccc1 (stereo not given) | 48 | -6.5 | 9 | -3 | 9 | 0 | 16 | 37 | -22 | 4 |
| CCOC(=O)/C=C/c1cnn(-c2ccccc2)c1 | 108 | -0.1 | 11 | -5 | 14 | -2 | 2 | 102 | -24 | 8 |
| O=[N+]([O-])c1cccc2ccc(/C=C/c3ccc(Cl)cc3)nc12 | 58 | -4.5 | 1 | -2 | -6 | -10 | -4 | 61 | -21 | 7 |
| O=C1CC(c2ccccc2)CC(O)=C1C=Nc1cccc(Cl)c1 (stereo not given) | 93 | 0.1 | 13 | 22 | -4 | -1 | 16 | 104 | -27 | 6 |
| CN(C)CCNC(=O)/C(=C/c1ccc(-c2cccc(Cl)c2)o1)NC(=O)c1ccccc1 | 1.6* | -4.0 | -1 | 4 | . | -6 | 8 | 1.6* | -35 | 3 |
| COc1cccc(CSc2nc3ccccc3cc2C=O)c1 | 16 | -5.6 | -1 | 84* | -34 | 5 | 1 | 18 | -54 | 13 |
| CC1CCN(C(=O)CCNC(=O)Cn2cnc3sc4c(c3c2=O)CCCC4)CC1 | 93 | -2.5 | -11 | -6 | . | 0 | -1 | 85 | -31 | 22 |
| C=CCSC1=C(C#N)C(c2ccccc2C)CC(=O)N1 (stereo not given) | 87 | -0.5 | -2 | -3 | -19 | -1 | 0 | 89 | -22 | 5 |
| CCN(CC)S(=O)(=O)c1ccc(Cl)c(C(=O)Oc2cccnc2)c1 | 78 | -0.4 | 12 | -7 | 13 | 2 | 4 | 81 | -40 | 10 |
| CCOC(=O)C(C(=O)OCC)N(C#N)c1nc(C)cc(C)n1 | 97 | 0.5 | 2 | -2 | -19 | 0 | -1 | 108 | -1 | 5 |
| Cc1ccc(C)c(N(CC(=O)NC2CCCCC2)C(=O)CCC(=O)Nc2ccccn2)c1 | . | . | -4 | . | 11 | 0 | 6 | . | . | . |
| Nc1n[nH]c(-c2ccccc2)c1-c1ccccc1 | 96 | -0.6 | 3 | -5 | . | -1 | 5 | 91 | -30 | 10 |
| CN(C)C(CNc1nnnn1-c1ccccc1)c1ccco1 (stereo not given) | 92 | -3.4 | -18 | -2 | 0 | -4 | 0 | 98 | -38 | 18 |
| CCN(CC)CCNC(=O)CCc1nn(C)c(=O)c2ccccc12 | 100 | -1.0 | -2 | -7 | . | 2 | 0 | 89 | -36 | 8 |
| CC(C)(C)NC(=O)CSc1nc(O)cc(=O)n1-c1ccccc1 | 105 | 0.0 | -17 | -12 | 16 | 2 | 2 | 105 | -46 | 8 |
| CCCCS(=O)(=O)Nc1ccc2ncn(C)c(=O)c2c1 | 120 | 0.6 | 6 | -7 | 27 | 0 | -1 | 103 | -47 | 3 |
| O=C(Oc1coc(CSc2ncccn2)cc1=O)c1ccc(Br)o1 | 102 | 0.1 | -16 | 38* | 16 | -9 | 2 | 93 | -6 | 26 |
| Cc1onc(-c2ccccc2Cl)c1C(=O)Nc1ccc(-c2nnc3n2CCCCC3)cc1 | 83 | -2.2 | -6 | -23 | -22 | 0 | 3 | 89 | -26 | 2 |
| O=C(Nc1ccccc1)C1CCN(C(=O)c2ccccc2)CC1 | 99 | 0.5 | -3 | -8 | 2 | -1 | 0 | 93 | -49 | 42 |
| O=C(Nc1ccccc1Cc1ccccc1)c1ccccc1NS(=O)(=O)c1ccc(Cl)s1 | 5 | -5.2 | 3 | 15 | -3 | -5 | 7 | 8 | -41 | 3 |
| Cc1nnc(SCCCn2c(N3CCCCC3)nc3c2c(=O)[nH]c(=O)n3C)s1 | 95 | -0.8 | -1 | -3 | -8 | 0 | 0 | 96 | 2 | 6 |
| O=C1C(C=NCc2ccccn2)=C(O)c2ccccc21 | 107 | 0.0 | 2 | -7 | 2 | . | 1 | 94 | -38 | 14 |
| COC(=O)c1ccccc1NC(=O)Nc1ccc2c(c1)OCO2 | 97 | 1.7 | -12 | -6 | 12 | 0 | 0 | 99 | -8 | 5 |
| COc1cc(C)c(C(N)=O)c(OC)n1 | 104 | -0.9 | 18 | -4 | 3 | 0 | 2 | 89 | -33 | 5 |
| Nc1nc(Br)c2c(F)cccc2c1-c1ccccc1 | 108 | 1.3 | 0 | -5 | 2 | . | 3 | 113 | -50 | 8 |

Reprinted from the part before: 3 entries, then new ones.
| mol | PTEN del growth | MRP-1 activ | GALR2 blocker | Yeast life ext | E-sel TNF inh | Phagocyt inh | NPY-Y2 antag | HCT116 bCat-KO | BB579 growth dn | Measles CPE |
| --- | --- | --- | --- | --- | --- | --- | --- | --- | --- | --- |
| COC(=O)c1ccccc1NC(=O)Nc1ccc2c(c1)OCO2 | 97 | 1.7 | -12 | -6 | 12 | 0 | 0 | 99 | -8 | 5 |
| COc1cc(C)c(C(N)=O)c(OC)n1 | 104 | -0.9 | 18 | -4 | 3 | 0 | 2 | 89 | -33 | 5 |
| Nc1nc(Br)c2c(F)cccc2c1-c1ccccc1 | 108 | 1.3 | 0 | -5 | 2 | . | 3 | 113 | -50 | 8 |
| FC(F)(F)c1nc2ccccc2nc1N/N=C/c1ccc(Cl)cc1 | 92 | -1.6 | 14 | -4 | -23 | . | 0 | 95 | -27 | 11 |
| O=C(NCCCCNC(=O)C1CCCC1)C1CCCC1 | 103 | -1.0 | -1 | -9 | -30 | -2 | 0 | 84 | -68 | 23 |
| O=C(COc1ccccc1)Nc1nc(-c2cccs2)cs1 | 94 | -0.8 | 3 | -17 | . | . | 3 | 96 | -30 | 8 |
| Cc1ccc(C2SCC(C(=O)O)N2C(=O)c2ccc(F)cc2)cc1 (stereo not given) | 98 | -2.0 | -1 | 7 | -6 | -1 | 1 | 84 | -50 | 5 |
| Cc1nn2cnc3sc4c(c3c2nc1=O)CCCC4 | 92 | -3.4 | 2 | -1 | -56 | . | -1 | 96 | 18 | 6 |
| Cc1csc(NC(=O)C2CCCN2C(=O)Oc2ccccc2)n1 (stereo not given) | 105 | -1.4 | 6 | -2 | -8 | 0 | 1 | 78 | -17 | 17 |
| CCc1c(-c2ccccc2)nc(N)c(C#N)c1-c1cccs1 | 72 | -4.5 | -7 | -28 | -15 | . | 3 | 88 | -56 | 5 |
| CCCCn1ccnc1C(=O)c1cccc(S(=O)(=O)N2CC(C)CC(C)C2)c1 (stereo not given) | 74 | -1.2 | -15 | 7 | 6 | 0 | 6 | 67 | -42 | 13 |
| COc1ccc(NC(=O)NC(C(F)(F)F)C(F)(F)F)cc1 | 90 | -1.0 | 1 | -6 | . | -3 | 2 | 95 | -15 | 2 |
| Cc1ccccc1C(=O)Nc1c2c(nc3ccccc13)CCCC2 | 66 | -1.9 | 5 | 3 | -1 | -9 | 9 | 69 | -26 | 8 |
| OC(COc1ccc2ccccc2c1)Cn1cncn1 (stereo not given) | 98 | -2.6 | 1 | . | -1 | . | -1 | 96 | -55 | 4 |
| CC1CCN(c2nc(/C=C/c3ccccc3)nc3ccccc23)CC1 | 84 | 0.1 | 5 | -12 | -20 | -7 | 9 | 76 | 91* | 4 |
| Cc1ccc(C(=O)N/N=C/c2sc(=O)n(Cc3cccc(C(=O)O)c3)c2Cl)cc1 | 99 | -1.4 | 2 | -12 | -24 | . | 1 | 92 | -25 | 9 |
| CC(NS(=O)(=O)c1ccc(Cl)cc1)C(c1cccs1)N1CCN(C)CC1 (stereo not given) | 94 | -4.4 | 3 | . | -1 | . | 5 | 91 | -1 | 4 |
| COc1cc(NC(=O)c2nccnc2C(=O)O)cc(OC)c1 | 100 | -1.1 | -2 | 0 | . | -1 | 1 | 102 | -49 | 8 |
| O=c1cc(Nc2ccc3c(c2)OCCO3)[nH]c(=O)n1Cc1ccc(F)cc1 | 86 | 3.8 | -4 | . | -13 | . | 5 | 91 | -13 | 20 |
| COC(=O)CCN(C)CCC(=O)OC | 97 | -0.9 | -18 | -4 | -4 | -1 | 0 | 93 | -26 | 10 |
| Cc1ccc(C)c2[nH]c(=O)c(CCNC(=O)CC(C)C)cc12 | 97 | 0.8 | 0 | -3 | 12 | -2 | 1 | 103 | 19 | 1 |
| Cc1onc(-c2c(F)cccc2Cl)c1C(=O)Nc1cccc(Cn2cccn2)c1 | 73 | -0.8 | 8 | -10 | 10 | -6 | 1 | 75 | -30 | 32 |
| CC(C)c1ccc(NC(=O)CSc2ncccc2C(=O)Oc2cccc([N+](=O)[O-])c2)cc1 | 94 | -2.8 | -3 | -1 | . | -3 | -1 | 91 | -60 | 4 |
| COC(=O)C1=NNCC12CC(=O)N(c1ccc(Br)cc1)C2=O (stereo not given) | 90 | 0.8 | -2 | 2 | . | -2 | 0 | 92 | -26 | 5 |
| O=C1CCC(=O)N1CCC(c1ccc(F)cc1)c1ccco1 (stereo not given) | 101 | -1.9 | 3 | -8 | -28 | -1 | 0 | 96 | -44 | 13 |
| C/C(=C\C(=O)c1ccccc1)Nc1ccc(N2CCOCC2)cc1 | 88 | -0.3 | -2 | -4 | 15 | -1 | 1 | 96 | -39 | 6 |
| COC(=O)c1ccc(CSc2nnc(NC(=O)C3CCCO3)s2)cc1 (stereo not given) | 100 | -1.0 | -3 | -10 | 2 | 1 | 0 | 92 | -14 | 5 |

Shown as labelled records: entries from further up
> COc1cc(NC(=O)c2nccnc2C(=O)O)cc(OC)c1
- PTEN del growth: 100
- MRP-1 activ: -1.1
- GALR2 blocker: -2
- Yeast life ext: 0
- E-sel TNF inh: .
- Phagocyt inh: -1
- NPY-Y2 antag: 1
- HCT116 bCat-KO: 102
- BB579 growth dn: -49
- Measles CPE: 8
> O=c1cc(Nc2ccc3c(c2)OCCO3)[nH]c(=O)n1Cc1ccc(F)cc1
- PTEN del growth: 86
- MRP-1 activ: 3.8
- GALR2 blocker: -4
- Yeast life ext: .
- E-sel TNF inh: -13
- Phagocyt inh: .
- NPY-Y2 antag: 5
- HCT116 bCat-KO: 91
- BB579 growth dn: -13
- Measles CPE: 20
> COC(=O)CCN(C)CCC(=O)OC
- PTEN del growth: 97
- MRP-1 activ: -0.9
- GALR2 blocker: -18
- Yeast life ext: -4
- E-sel TNF inh: -4
- Phagocyt inh: -1
- NPY-Y2 antag: 0
- HCT116 bCat-KO: 93
- BB579 growth dn: -26
- Measles CPE: 10
> Cc1ccc(C)c2[nH]c(=O)c(CCNC(=O)CC(C)C)cc12
- PTEN del growth: 97
- MRP-1 activ: 0.8
- GALR2 blocker: 0
- Yeast life ext: -3
- E-sel TNF inh: 12
- Phagocyt inh: -2
- NPY-Y2 antag: 1
- HCT116 bCat-KO: 103
- BB579 growth dn: 19
- Measles CPE: 1
